SNCA expr inh: inhibitors of alpha-synuclein (SNCA) gene expression. Potency, µM (doses to about 57.2 µM), for inactives: top-dose activity change, negative = inhibition, actives largely listed as inhibitors. 140,000 compounds, 0.17% hits. HEK-293 SNCA-luciferase knock-in, luminescence, 24 h;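 note: potency is the fitted concentration of half-maximal effect; plate controls were DMSO cells for no effect and cell-free wells for full effect; nearly all actives have a fitted effect of over 45% in size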
SNCA viab count: reduces viability of HEK-293 SNCA reporter cells. Potency, µM (titrated, usually from 57.1 µM), inactives show at the highest dose activity change, negative = cytotoxicity, hits mostly cytotoxic. 150,000 compounds, 0.12% hits. HEK-293-SNCA-luc viability, GF-AFC fluorescence, 24 h;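 note: potency is the fitted concentration of half-maximal effect; 0% = DMSO-treated cells and -100% = medium-only wells without cells; nearly all actives have a fitted effect of over 30% in size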
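Cytotoxicity counterscreen: after 24 h compound treatment of genome-edited SNCA-luciferase HEK-293 cells, live-cell protease substrate GF-AFC read by fluorescence after 30 min; activity scaled between DMSO (0%) and medium-only (-100%), curves Hill-fitted.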
IP6K1 inh: IP6K1 kinase inhibition. AID 1645851. 140,000 compounds, 0.81% hits. IP6K1 kinase, ADP-Glo luminescence, 2 h; active compounds read low. Q92551. activity change, % (series mostly up to about 58 µM); in the data active = activity change below about -25%
Target sequence (Q92551 whole entry, looked up): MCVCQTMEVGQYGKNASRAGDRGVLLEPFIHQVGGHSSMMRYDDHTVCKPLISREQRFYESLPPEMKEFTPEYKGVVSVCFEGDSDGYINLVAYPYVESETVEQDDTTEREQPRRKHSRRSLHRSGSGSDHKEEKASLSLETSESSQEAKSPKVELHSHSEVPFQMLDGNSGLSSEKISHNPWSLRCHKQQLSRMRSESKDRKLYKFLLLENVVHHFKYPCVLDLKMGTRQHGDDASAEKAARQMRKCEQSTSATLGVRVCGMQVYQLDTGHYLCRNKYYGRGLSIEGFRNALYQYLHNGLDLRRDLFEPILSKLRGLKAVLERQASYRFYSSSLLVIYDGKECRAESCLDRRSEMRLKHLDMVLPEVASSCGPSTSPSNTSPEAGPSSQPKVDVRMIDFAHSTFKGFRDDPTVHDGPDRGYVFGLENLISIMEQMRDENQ
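ADP-Glo luminescence measures ADP made by human IP6K1 during a 2 h RT reaction with ATP/IP6 (mix at 1.3 mM/130 uM); top library doses 57.5 and 19.1 uM final.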
FLuc inh: blocks purified firefly luciferase enzyme activity; P08659; 76,000 compounds, 2.5% hits; purified P. pyralis luciferase, luminescence, biochemical; Potency, µM (titrated, usually from 115 µM), inactives show at the top dose activity change, negative = inhibition, hits mostly inhibitors; note: potency is the fitted concentration of half-maximal effect; nearly all actives have a fitted effect of over 65% in size
Target sequence (P08659 whole entry, looked up): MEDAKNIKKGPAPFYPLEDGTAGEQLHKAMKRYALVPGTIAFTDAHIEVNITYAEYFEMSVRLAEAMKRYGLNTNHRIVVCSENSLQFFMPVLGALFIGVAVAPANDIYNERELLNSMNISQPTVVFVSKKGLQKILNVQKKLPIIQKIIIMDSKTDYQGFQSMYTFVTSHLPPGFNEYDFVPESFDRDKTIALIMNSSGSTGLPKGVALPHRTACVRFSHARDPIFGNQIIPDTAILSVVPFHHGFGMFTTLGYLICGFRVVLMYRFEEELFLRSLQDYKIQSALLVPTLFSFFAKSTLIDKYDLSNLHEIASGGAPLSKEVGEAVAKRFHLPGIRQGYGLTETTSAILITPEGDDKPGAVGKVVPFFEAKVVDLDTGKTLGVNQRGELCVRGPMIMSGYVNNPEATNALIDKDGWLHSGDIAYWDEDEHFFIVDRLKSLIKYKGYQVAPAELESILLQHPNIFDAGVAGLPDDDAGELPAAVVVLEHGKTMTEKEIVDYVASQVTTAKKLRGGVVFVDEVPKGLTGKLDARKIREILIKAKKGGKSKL
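Inhibitors were tested against purified firefly luciferase in a biochemical, low-substrate format (both substrates at 10uM) and luminescence measured with a CCD imager.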
GPT2 inhibitor: inhibitors of human GPT2 alanine aminotransferase. Recombinant GPT2, coupled pyruvate oxidase/HRP Amplex Red fluorescence. Potency, µM (series often up to 57.7 µM), inactives show at the top dose activity change, negative = inhibition, usual class: inhibitors. 100,000 compounds, 0.25% hits. AID 1671188; note: potency is the fitted concentration of half-maximal effect; nearly all actives have a fitted effect of over 60% in size; many of its hits are not listed in these tables
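Inhibition is scored from Amplex Red fluorescence generated when pyruvate oxidase and HRP act on pyruvate released by GPT2. Reactions contain 10ng/uL enzyme, 250uM a-KG and 2mM L-alanine and run 30 min at room temperature.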
HEK cytotox: HEK 293 cell cytotoxicity | HEK 293 viability, ATP luminescence (CellTiter-Glo), 48-72 h | Potency, µM (doses to about 115 µM), without a hit: at the highest dose activity change, negative = cytotoxicity, usual class: inhibitors | 94,000 compounds, 6.6% hits; note: potency is the fitted concentration of half-maximal effect; nearly all actives have a fitted effect of over 60% in size
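CellTiter-Glo luminescence (cellular ATP) was read after 48 or 72 hr of compound exposure at 37 degree Celsius. Cells were HEK 293 plated at 250 cells/well.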
3T3 cytotox: cytotoxic compounds in NIH 3T3 cells; Potency, µM (top dose mostly 96.7 µM), inactives show at the highest dose activity change, negative = cytotoxicity, usual class: inhibitors; NIH 3T3 viability, CellTiter-Glo ATP luminescence, 48-72 h; 94,000 compounds, 4.3% hits; note: potency is the fitted concentration of half-maximal effect; nearly all actives have a fitted effect of over 55% in size
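Cytotoxicity was measured by CellTiter-Glo ATP luminescence after 48 or 72 h compound exposure at 37 °C. Mouse NIH 3T3 fibroblasts were seeded at 400 cells/well and dosed by 23 nL pin transfer.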
An asterisk follows results filed as active; i = inactive; ? = inconclusive; nt = no result given; [ ] = another dose, or the depositor's remark. Unless noted, calls come from the whole dose curve; as a rule, active = well fitted curve in the direction sought with a large enough effect; inconclusive = small, poorly fitted or top-dose-only effect, or another doubt; inactive = no such curve, though single readings can be large; an effect the other way counts as inactive or inconclusive. Unless noted, % is set by controls: 0 for no effect and ±100 for the full control effect.

SMILES | SNCA expr inh | SNCA viab count | IP6K1 inh | FLuc inh | GPT2 inhibitor | HEK cytotox | 3T3 cytotox
CN1CCN(C(CN)C2CCCCC2)CC1 (configuration not stated) | 11%[87.6 µM] | -23%[87.6 µM] | -11 | nt | -6%[88.5 µM] | ? | 45µM*
CCN1CCN(C(=O)C2CCCN(Cc3cccnc3)CCC(=O)NCC2)CC1 (configuration not stated) | -15% | -12% | 6 | 0% | -6% | -13% | 1%
CC(=O)O[C@H]1C[C@@H]2[C@]3(CC[C@]4(C)[C@@H](C5(C)CCC(C(C)(C)O)O5)[C@@H](O)C[C@@]24C)C[C@@]32CC[C@H](O[C@@H]3OC[C@@H](O)[C@H](O)[C@H]3O)C(C)(C)[C@H]12 (some centres not stated) | nt | -3%[23.9 µM] | 27 | nt | 4%[17.1 µM] | nt | nt
Cc1cc(NC(=O)Cc2ccccc2)cc(-c2nc3ccccc3o2)c1O | -8% | 12% | 0 | nt | nt | nt | nt
O=C(NC1CC1)C1CCc2nnc(-c3ccc(Cl)cc3Cl)n21 (configuration not stated) | 32%[activator] | -3% | 17 | nt | i | i | -7%
Cc1ccc(CNC(=O)c2ccc(CS(=O)(=O)c3ccccc3C)o2)cc1 | -18% | 1% | 9 | nt | nt | nt | nt
O=C(c1ccccc1F)N1CCC2(CC1)CC(OCC1CC1)CCO2 (configuration not stated) | -15% | 2%[12.5 µM] | 3 | 6% | 2% | 12% | i
COCc1cn(C[C@H]2C[C@@H](NC(=O)c3ccc(C#N)cc3)[C@H](O)[C@@H]2O)nn1 | 24%[87.6 µM] | -3%[87.6 µM] | -1 | 0%[172 µM] | -1%[88.5 µM] | 2%[172 µM] | i
CN1CCC(OC2CCN(C(=O)c3ccc(C(F)(F)F)cc3)CC2)CC1 | -13% | 2% | -6 | -7% | 4% | -23% | -21%
Cc1occc1C(=O)N1CC(F)(F)C[C@H]1c1nnc(C2CC2)o1 | -1% | 5% | 6 | -6% | 3% | 2% | 4%
C[C@]1(CO)C2CC[C@@H](O)[C@@H](CC(=O)N3CCC[C@H]3CO)[C@]2(C)CC[C@H]1OC(=O)Nc1ccccc1 (some centres not stated) | ? | -12% | -12 | 0% | 5% | -4% | -19%
CCCOc1cccc(C(=O)Nc2cc(-c3ccccc3)no2)c1 | 118%[activator] | -16% | -1 | nt | nt | nt | nt
COCCN1Cc2cc(F)ccc2N(CC(O)Cc2ccccc2)CCC1=O (configuration not stated) | nt | nt | 3 | nt | nt | ? | -8%
CC(C)NC(=O)C[C@@H]1O[C@H](CNCc2cccc(Cl)c2)[C@@H](O)[C@H]1O | ? | 1%[87.6 µM] | 3 | -1%[172 µM] | -7%[88.5 µM] | i | -3%[174 µM]
COc1cccc(CN2CCC3(CC2)Cc2ccccc2CNC3=O)n1 | 12% | -6% | 2 | nt | i | -12% | -8%
COc1ccc(-c2ccc3nnc(CNC(=O)c4nccc5ccccc45)n3n2)cc1 | -13% | -9% | -3 | 0% | i | 4% | 1%
Cc1ccc(Nc2ccnc(N3CCCC(C(=O)NC4CC4)C3)n2)cc1 (configuration not stated) | ? | -12%[12.5 µM] | -4 | nt | 4%[88.5 µM] | ? | ?
CN(c1cc(=O)c2ccnc(-c3ccc([S+](C)(=O)[O-])cc3)c2o1)C1CCOCC1 | -7%[87.6 µM] | 6%[87.6 µM] | -5 | -22%[172 µM] | 4%[88.5 µM] | -12%[172 µM] | ?
Cc1ccc(NC(=O)Cn2c(=O)ccc3cc(S(=O)(=O)N4CCCC4)ccc32)cc1C | 23% | 9% | -7 | nt | nt | nt | nt
Cc1ccc(NC(=O)Cn2c(=O)nc(-c3ccccc3)c3ccccc32)cc1F | 35%[activator] | -3% | 6 | nt | nt | nt | nt

Reprinted at random: 2 compounds from above, in no set order.
SMILES | SNCA expr inh | SNCA viab count | IP6K1 inh | FLuc inh | GPT2 inhibitor | HEK cytotox | 3T3 cytotox
COCc1cn(C[C@H]2C[C@@H](NC(=O)c3ccc(C#N)cc3)[C@H](O)[C@@H]2O)nn1 | 24%[87.6 µM] | -3%[87.6 µM] | -1 | 0%[172 µM] | -1%[88.5 µM] | 2%[172 µM] | i
CN(c1cc(=O)c2ccnc(-c3ccc([S+](C)(=O)[O-])cc3)c2o1)C1CCOCC1 | -7%[87.6 µM] | 6%[87.6 µM] | -5 | -22%[172 µM] | 4%[88.5 µM] | -12%[172 µM] | ?

Next results
SMILES | SNCA expr inh | SNCA viab count | IP6K1 inh | FLuc inh | GPT2 inhibitor | HEK cytotox | 3T3 cytotox
COc1ccc(NC(=O)c2nc3sccn3c2-c2ccccc2)cc1 | 69%[activator][87.6 µM] | -21%[87.6 µM] | 4 | nt | -8%[88.5 µM] | ? | ?
CCOC(=O)C1CCCN(C(=O)c2cn3cc(-c4ccc(C)cc4)sc3n2)C1 (configuration not stated) | 18% | 7% | 17 | nt | i | ? | -27%
Cc1nc(-c2cnccn2)n(CC(=O)Nc2cccc(C(F)(F)F)c2)c(=O)c1CCO | 0% | 5% | 2 | -9% | i | -17% | -15%
COc1ccc(-c2noc(Nc3ccc(OC)c(OC)c3)n2)cc1 | 121%[activator] | -17% | 3 | 7.9µM* | i | 28µM* | ?
CC1=C[C@@H](CNS(C)(=O)=O)[C@H](C(C)C)C[C@H]1CC(=O)Nc1ccccn1 | 4%[87.6 µM] | -8%[87.6 µM] | -8 | -2%[172 µM] | i | ? | -11%[174 µM]
CCCN(CCC)C(=O)c1coc(COc2ccc3sc(C)nc3c2)n1 | -19% | -4% | -5 | -2% | 3% | ? | ?
O=C(O)C1CNCCN(Cc2ccc(-c3nn[nH]n3)cc2)C1 (configuration not stated) | -23% | -5% | 2 | -6% | i | -1% | i
CCS(=O)(=O)N(C1CC1)C1CCOC2(CCN(C(=O)c3ccccc3)CC2)C1 (configuration not stated) | -28% | 12% | 9 | 0% | -1% | 0% | -26%
COCCNC(=O)[C@@H]1Cc2cn(Cc3ccccn3)c3cccc(c23)[C@H](CC(C)C)N1 | ? | ? | -2 | -1%[172 µM] | ? | 28µM* | ?
CC1CCCCN1CCCNC(=O)c1[nH]c2ccccc2c1Sc1ccc(Cl)cc1 (configuration not stated) | -8% | -17% | 7 | nt | nt | nt | nt
CCCNC(=O)N1CCCCCNC(=O)[C@@H]2CCCC[C@@H]21 | 10% | 9% | 3 | 5% | i | -3% | -11%
CN(C)c1ccc(CN2CCCC3(C2)C(=NC2CCCC2)NC(=O)N3c2cccnc2)cc1 (configuration not stated) | -1% | 0% | -21 | nt | i | -21% | ?
COCC(=O)N1CCC(O)(c2csc(CN3CCC[C@@H]3COC)n2)CC1 | 4%[87.6 µM] | 1%[87.6 µM] | 2 | -1%[172 µM] | -1%[88.5 µM] | -1%[172 µM] | i
Cc1cn2nc(C(=O)N3CCC(C(=O)NCc4ccccn4)CC3)cc2c(=O)[nH]1 | 11% | 6% | -4 | -18% | i | -4% | -6%
CCOC(=O)c1sc2ncn(CC(=O)Nc3ccc(F)cc3F)c(=O)c2c1C | 7% | 3% | 25 | nt | nt | nt | nt
Cc1ccc(CN2CCC3(CC2)NC(=O)c2ccccc2O3)cc1 | -18%[87.6 µM] | -2%[87.6 µM] | 8 | 5%[172 µM] | 3%[88.5 µM] | -8%[172 µM] | -5%[138 µM]
Cc1ccc(NC(=O)CCn2c(=O)c3cccn3c3ccccc32)c(Cl)c1 | -23% | 6% | 3 | nt | nt | nt | nt
COCCNC(=O)c1ccc(OC2CCN(CCc3ccccc3)CC2)c(Cl)c1 | -7% | -29% | 6 | -11% | i | ? | ?
COc1cccc(NC(=O)CSc2ncc(S(=O)(=O)c3ccc(C)c(C)c3)c(=O)[nH]2)c1 | ? | 15% | -29* | nt | nt | nt | nt
COCCNC(=O)[C@H]1CCC[C@H]1NC(=O)c1ccc(OC)cc1 | -10% | -20% | -1 | 3% | i | -10% | -4%
COc1cc(NC(=O)C2CCN(c3cnccn3)CC2)cc(OC)c1 | -6% | 5% | -4 | nt | nt | nt | nt
CCCCNc1nc2c(c(=O)n(Cc3ccccc3)c(=O)n2C)n1C | 24% | 4% | 14 | nt | nt | nt | nt
COc1c2ccoc2cc2oc(CO[C@@H]3O[C@H](CO)[C@@H](O)[C@H](O)[C@H]3O)cc(=O)c12 | nt | -14% | 11 | nt | i | nt | nt
COc1ccc(-c2onc(C)c2C(=O)NCc2c(OC)cc(OC)cc2OC)cc1 | -2% | 6% | 3 | -4% | 5% | 32µM* | ?
O=C(c1ccc2c(c1)N(Cc1ccc(F)cc1)C(=O)c1ccccc1S2(=O)=O)N1CCCCCC1 | ? | -23% | 8 | nt | nt | nt | nt
CCn1c(=O)n(CC)c2cc(N3CCCCC3)c(NC(=O)Nc3ccccc3Cl)cc21 | -5% | -17% | -13 | nt | nt | nt | nt
CCOc1ccc(NC(=O)C2(Cc3cccnc3)CCCCC(=O)N2)cc1 (configuration not stated) | -21% | 1% | 0 | 4% | i | -22% | -18%
Cc1ccc(F)cc1NC(=O)CCc1c(C)nn(-c2ccc(N3CCOCC3)nn2)c1C | 35%[activator] | -10% | -22 | nt | nt | nt | nt
Cc1ccc(C(=O)c2cn(Cc3ccc(Cl)cc3)c3nc(C)ccc3c2=O)cc1 | 3% | -4% | -5 | nt | nt | nt | nt
CCOc1ccc(-c2nnc(SCC(=O)Nc3ccc(C)cc3C)o2)cc1 | 8% | -6% | 11 | nt | nt | nt | nt
NC(=O)c1ccc(OC2CCN(C(=O)c3ccc(F)cc3)CC2)nc1 | 1% | 3% | -5 | 5% | i | -30% | -18%
COCCCN1C(=O)N(c2ccccc2)C(=O)C1CC(=O)Nc1ccc(F)cc1 (configuration not stated) | 6% | -2% | -17 | nt | nt | nt | nt
COc1ccc(CN2Cc3[nH]cnc3C[C@H]2C(=O)NC2CCCCC2)c2ccccc12 | -1%[87.6 µM] | -27%[87.6 µM] | 15 | 13%[172 µM] | 1%[88.5 µM] | ? | 63µM*
CCCCN1CC2(CCCN(C(=O)c3cc[nH]c3C)C2)CCC1=O (configuration not stated) | -7% | 2% | 3 | 0% | i | -10% | -3%
Cc1ccc2[nH]c(C(=O)N3CCC(=O)N(CC4CC4)C(C(C)C)C3)c(C)c2c1 (configuration not stated) | 1% | 6% | -5 | -3% | i | ? | ?
O=C(NCc1ccncc1)c1nc2c(o1)CCN(Cc1ccc3[nH]ccc3c1)CC2 | -14%[87.6 µM] | -1%[87.6 µM] | 8 | 10%[172 µM] | i | ? | -30%[138 µM]
CCCC(=O)N1Cc2ccccc2CC2(CCN(Cc3ccccc3)CC2)C1 | 3% | -10% | 0 | nt | i | ? | ?
O=C(c1cccnc1)N1CCN(c2cc(-c3cccs3)[nH]n2)CC1 | 0% | -9% | -5 | 1% | -5% | ? | -15%
CCOC(=O)c1ccc(NC(=O)C(C)N(c2ccc(OCC)cc2)S(C)(=O)=O)cc1 (configuration not stated) | 51%[activator] | 1% | 16 | nt | nt | nt | nt
CCCCN1C(=O)c2ccccc2C(C(=O)NCCc2ccc(OC)cc2)C12CCCCC2 (configuration not stated) | -9% | -28% | 9 | -2% | -1% | ? | ?
COc1ccc(NC(=O)C2=NO[C@@H]3CN(CCc4ccccc4)C[C@H]23)cn1 | -3%[87.6 µM] | -9%[87.6 µM] | -14 | -15%[172 µM] | i | 100µM* | -23%[138 µM]

Source: PubChem
